FLuc inhib CS: firefly luciferase enzyme inhibitors, primary screen, artefact control for luciferase-based inhibitor screens, biochemical, luminescence, ATPLite. 10 min. Luciferin 4-monooxygenase (Photinus pyralis), P08659. inhibition, % at 10 µM. 1.5% of 200,000 active;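 active means inhibition above about 50% when tested at 10 µM, limit read from the data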
Target sequence (P08659 whole entry, looked up): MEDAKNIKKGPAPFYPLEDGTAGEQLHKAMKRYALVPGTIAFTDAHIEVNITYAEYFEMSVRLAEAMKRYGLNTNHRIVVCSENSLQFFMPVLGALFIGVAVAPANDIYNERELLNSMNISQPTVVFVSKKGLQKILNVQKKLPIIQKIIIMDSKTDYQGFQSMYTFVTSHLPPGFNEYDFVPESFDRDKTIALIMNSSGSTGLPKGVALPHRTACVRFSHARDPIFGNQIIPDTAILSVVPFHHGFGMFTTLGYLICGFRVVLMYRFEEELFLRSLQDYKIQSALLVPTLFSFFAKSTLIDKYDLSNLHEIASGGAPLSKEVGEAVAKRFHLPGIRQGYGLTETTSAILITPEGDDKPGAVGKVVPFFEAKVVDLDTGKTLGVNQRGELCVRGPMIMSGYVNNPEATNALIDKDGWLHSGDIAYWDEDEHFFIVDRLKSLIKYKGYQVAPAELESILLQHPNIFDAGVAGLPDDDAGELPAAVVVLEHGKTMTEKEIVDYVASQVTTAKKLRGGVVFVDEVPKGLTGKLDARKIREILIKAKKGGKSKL
STAT1 blocker: STAT1 signaling inhibitors, primary screen, cell-based, HTS, luciferase reporter; NIH 3T3 STAT1-luciferase reporter, IFN-gamma, luminescence; inhibition, % at 5.5 µM; 0.35% of 200,000 active;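 active means inhibition above a set limit, the mean inhibition across all tested compounds plus 3 SD, cut at about 34% in these data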;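 further: 0% = IFN-gamma with DMSO and 100% = IFN-gamma with 300 µM nifuroxazide; values of inactives mirror those of a sister screen read the other way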
STAT3 act: IL-6 driven STAT3 reporter potentiators, primary screen, U3A cells, luciferase, luminescence, MLSCN library; IL-6 STAT3-luciferase reporter; 100% = signal with IL-6 EC80 alone; activation (% of control), % at 5.6 µM; 0.91% of 190,000 active;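 active means activation above the screen-wide mean of compound activation plus 3 SD, cut at about 130% in these data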;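 further: 0% = background luminescence of wells with medium and substrate only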
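Test system: STAT3-luciferase reporter U3A cells; Detection: reporter luminescence signal; Times: 1 h compound pre-exposure, 6 h IL-6 stimulation, 37 °C; Benchmarks: IL-6-only high control; Also added: IL-6 stimulus at 33 ng/mL final.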
NF-kB expr up: activators of NF-kB expression in neurons, primary screen, cell-based, HTS | human neuronal cells, NF-kB reporter expression; hits give high values | fold change at 12.5 µM | 1.6% of 190,000 active | AID 1239, 2008; in the data active means fold change above about 3.3
STAT1 activator: STAT1 signaling activators, primary screen, cell-based, HTS, luciferase reporter. NIH 3T3 STAT1-luciferase reporter, IFN-gamma, luminescence; 100% = IFN-gamma alone, no compound. activation (% of control), % at 5.5 µM. 2.6% of 200,000 active;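 active means activation above the screen-wide mean activation plus 3 SD, cut at about 130% in these data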;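 further: raw ratio to IFN-gamma control signal so 100% means no change and 0% no light; values of inactives mirror those of a sister screen read the other way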
FLuc act counter: FLuc activators, initial screening, artefact control for FLuc-dependent activation tests, biochemical, ATPlite luminescence. Luciferin 4-monooxygenase (Photinus pyralis), P08659. ATPlite luciferase biochemical, 10 min; 0 = ATP-free wells, 1 = DMSO control. activation factor at 10 µM. 200,000 tested, under 10 active;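 active means luciferase activation factor, scaled between plate controls, of at least 2 with compound at 10 µM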
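Assay system – cell-free luciferase reagent · Medium – PBS-based ATP solution · Dosing – test compounds dosed from 2 mM stocks in 100% DMSO · Timing – 10 min, room temperature · Technique – light output (luminescence) · Measure – luminescence gain marking luciferase activators · Controls – No-ATP low control, compound-free enzyme-plus-ATP high control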
STAT3 inh: IL-6 driven STAT3 reporter inhibitors, primary screen, U3A cells, luciferase, luminescence, MLSCN library. IL-6 STAT3-luciferase reporter; host cell line lacks STAT1. inhibition, % at 5.5 µM. 0.89% of 190,000 active. AID 862, 2007;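 active means inhibition above the mean inhibition across all screened compounds plus 3 SD, cut at about 44% in these data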;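 further: 0% = DMSO only wells and 100% = 100 µM nifuroxazide control wells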
ROMK mod: ROMK potassium channel modulators, primary screen, cell-based, thallium flux, MLSMR library; AID 1918, 2009; ATP-sensitive inward rectifier potassium channel 1 (Homo sapiens), P48048; B-score at 10 µM; Tet-inducible ROMK, thallium flux fluorescence; actives lie on both sides; 2% of 130,000 active;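 active means signal ratio slope over the read window, or its plate-corrected B-score, at least 3 SD from the plate mean, either direction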;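 further: B-score of the F/F0 ratio slope over 7 to 12 s after thallium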
Target sequence (P48048 whole entry, looked up): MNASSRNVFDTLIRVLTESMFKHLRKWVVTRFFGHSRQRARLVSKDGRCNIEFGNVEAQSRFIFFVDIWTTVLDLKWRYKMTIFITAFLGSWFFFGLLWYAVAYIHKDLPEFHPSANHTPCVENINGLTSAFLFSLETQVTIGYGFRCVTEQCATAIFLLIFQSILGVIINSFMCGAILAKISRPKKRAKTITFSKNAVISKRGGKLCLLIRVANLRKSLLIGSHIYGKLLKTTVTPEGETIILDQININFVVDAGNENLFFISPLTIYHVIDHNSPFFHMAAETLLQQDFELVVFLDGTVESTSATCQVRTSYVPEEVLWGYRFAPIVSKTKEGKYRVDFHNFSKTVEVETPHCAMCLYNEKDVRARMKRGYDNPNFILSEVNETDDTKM
APP transl inh: inhibitors of APP translation via 5'UTR reporter, primary screen, APP 5'UTR luciferase, SH-SY5Y cells. SH-SY5Y APP 5'UTR-luciferase reporter, luminescence. inhibition, % at 2 µM. 0.82% of 190,000 active. AID 1285, 2008;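 active means inhibition above a set limit, derived from the sample mean plus 3 SD, cut at about 45% in these data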; further: values of inactives mirror those of a sister screen read the other way
APP 5'UTR act: activators of APP 5'UTR luciferase reporter, primary screen, SH-SY5Y cells | SH-SY5Y APP 5'UTR luciferase reporter, luminescence; zero percent = DMSO vehicle wells | activation, % at 2 µM | 1% of 190,000 active | AID 1276, 2008;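 active means activation above a set limit, based on mean plus 3 SD of controls, cut at about 140% in these data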; further: values of inactives mirror those of a sister screen read the other way
Active calls of the source: *.

CCOC(=O)c1cc(-c2ccccc2)n(CCC(=O)N2CCN(c3ccccn3)CC2)c1C was read as FLuc inhib CS -8, STAT1 blocker 7, STAT3 act 102, NF-kB expr up 0.43, STAT1 activator 94, FLuc act counter 1.1, STAT3 inh -2, ROMK mod -2.1, APP transl inh 3 and APP 5'UTR act -3.
O=C(NC1(C(F)(F)F)C(=O)Nc2c1c(=O)[nH]c(=O)n2-c1ccccc1)c1ccncc1 (configuration not stated) was read as STAT1 blocker -7, STAT3 act 99, STAT1 activator 106, STAT3 inh 4, APP transl inh -8 and APP 5'UTR act 8.
`COCCNC(=O)/C(C#N)=C/c1ccc(O)c([N+](=O)[O-])c1` gave FLuc inhib CS 1, STAT1 blocker 3, STAT3 act 94, NF-kB expr up 1.2, STAT1 activator 96, FLuc act counter 1, STAT3 inh 12, ROMK mod 0.88, APP transl inh 16 and APP 5'UTR act -16.
Screening Cc1cccc(CN2CCc3c(OCC(=O)N4CCCc5ccccc54)cccc3C2=O)c1 returned FLuc inhib CS 1, STAT1 blocker 4, STAT3 act 93, NF-kB expr up 1.3, STAT1 activator 97, FLuc act counter 1, STAT3 inh 8, APP transl inh -3 and APP 5'UTR act 3.
Cc1ccc(S(=O)(=O)NC(=O)c2cc(C)n(-c3ccccc3)c2C)cc1 was read as FLuc inhib CS -6, STAT1 blocker -14, STAT3 act 105, NF-kB expr up 1.1, STAT1 activator 113, FLuc act counter 1.1, STAT3 inh -10, APP transl inh -3 and APP 5'UTR act 3.
`O=C(O)CCNC(=O)c1cncc(Br)c1` gave FLuc inhib CS -4, STAT1 blocker 0, STAT3 act 96, NF-kB expr up 1.2, STAT1 activator 100, FLuc act counter 1, STAT3 inh 10, ROMK mod 0.72, APP transl inh 6 and APP 5'UTR act -5.
For COCC(=O)Nc1ccc(C)c(Cl)c1 the results were FLuc inhib CS -2, STAT1 blocker 3, STAT3 act 95, NF-kB expr up 1.6, STAT1 activator 97, FLuc act counter 1, STAT3 inh 10, APP transl inh -4 and APP 5'UTR act 4.
Screening Cc1c(NS(=O)(=O)c2cccc3nsnc23)c(=O)n(-c2ccccc2)n1C returned FLuc inhib CS -5, STAT1 blocker -3, STAT3 act 99, NF-kB expr up 1, STAT1 activator 103, FLuc act counter 1, STAT3 inh -4, ROMK mod -0.94, APP transl inh -15 and APP 5'UTR act 15.
Cc1ccccc1-n1nnnc1SCC(N)=O was read as FLuc inhib CS -7, STAT1 blocker -1, STAT3 act 101, NF-kB expr up 1.1, STAT1 activator 101, FLuc act counter 1.1, STAT3 inh 5, APP transl inh -2 and APP 5'UTR act 2.
For COc1ccccc1NC(=O)c1nnn(CC(=O)Nc2ccccc2)c1N the results were FLuc inhib CS 6, STAT1 blocker 2, STAT3 act 95, NF-kB expr up 1.1, STAT1 activator 98, FLuc act counter 0.9, STAT3 inh 10, ROMK mod 0.9, APP transl inh -9 and APP 5'UTR act 9.
For Cc1cccc(-n2c(C)nc3c(cnn3-c3ccc(F)cc3)c2=O)c1 the results were FLuc inhib CS 1, STAT1 blocker 15, STAT3 act 73, NF-kB expr up 1.2, STAT1 activator 87, FLuc act counter 1, STAT3 inh 36, ROMK mod 0.014, APP transl inh 9 and APP 5'UTR act -9.
Screening COc1ccc(CNc2cccc(F)c2)cc1Br returned FLuc inhib CS 1, STAT1 blocker -1, STAT3 act 104, NF-kB expr up 1.4, STAT1 activator 101, FLuc act counter 1, STAT3 inh 1, ROMK mod 2, APP transl inh -25 and APP 5'UTR act 25.
Screening COC(=O)COc1ccc2c(=O)c(Oc3ccccc3)c(C)oc2c1 returned FLuc inhib CS 0, STAT1 blocker 5, STAT3 act 99, NF-kB expr up 1, STAT1 activator 97, FLuc act counter 1, STAT3 inh 5, APP transl inh -8 and APP 5'UTR act 7.
`O=C(O)c1ccc2cccnc2n1` gave FLuc inhib CS -5, STAT1 blocker -7, STAT3 act 105, NF-kB expr up 1.2, STAT1 activator 107, FLuc act counter 1, STAT3 inh -7, ROMK mod -0.46, APP transl inh -5 and APP 5'UTR act 5.
COc1ccc(S(=O)(=O)N2CCN(C(=S)NC3CCCCC3)CC2)cc1 was read as FLuc inhib CS -6, STAT1 blocker -5, STAT3 act 97, NF-kB expr up 1.6, STAT1 activator 103, FLuc act counter 1.1, STAT3 inh 15, ROMK mod -0.63, APP transl inh -9 and APP 5'UTR act 9.
Screening CCC(Sc1ncccc1C(=O)O)C(=O)N1CCCC1 (configuration not stated) returned FLuc inhib CS -4, STAT1 blocker -5, STAT3 act 103, NF-kB expr up 1.1, STAT1 activator 105, FLuc act counter 1, STAT3 inh 1, APP transl inh 11 and APP 5'UTR act -11.
For O=C(NC1CCCCC1)c1ccc(CNc2c(N3CCOCC3)c(=O)c2=O)cc1 the results were FLuc inhib CS -8, STAT1 blocker -3, STAT3 act 111, NF-kB expr up 1.1, STAT1 activator 103, FLuc act counter 1.1, STAT3 inh -4, APP transl inh 0 and APP 5'UTR act 0.
`Cc1csc(NC(=O)c2ccccc2O)n1` gave FLuc inhib CS 29, STAT1 blocker -10, STAT3 act 93, NF-kB expr up 1.3, STAT1 activator 109, FLuc act counter 0.7, STAT3 inh 12, APP transl inh -25 and APP 5'UTR act 25.
`S=c1[nH]ccn1-c1ccc(Cl)cc1` gave FLuc inhib CS 3, STAT1 blocker -3, STAT3 act 103, NF-kB expr up 1.1, STAT1 activator 100, FLuc act counter 1, STAT3 inh -3, ROMK mod 0.24, APP transl inh 11 and APP 5'UTR act -11.
COc1cc(C(=O)NC2CCN(Cc3nnnn3Cc3ccc(F)cc3)CC2)cc(OC)c1OC was read as FLuc inhib CS -4, STAT1 blocker 6, STAT3 act 93, NF-kB expr up 1.2, STAT1 activator 93, FLuc act counter 1, STAT3 inh 11, APP transl inh 17 and APP 5'UTR act -17.
For Cc1[nH]c2ccccc2c1-c1nc2ccccc2[nH]1 the results were FLuc inhib CS -1, STAT1 blocker 17, STAT3 act 92, NF-kB expr up 1, STAT1 activator 85, FLuc act counter 1, STAT3 inh 15, APP transl inh 7 and APP 5'UTR act -7.
Screening O=C(COC(=O)c1nc(Cl)ccc1Cl)c1ccc(Cl)s1 returned FLuc inhib CS 15, STAT1 blocker 7, STAT3 act 100, NF-kB expr up 1.1, STAT1 activator 94, FLuc act counter 0.8, STAT3 inh -1, ROMK mod 0.94, APP transl inh 5 and APP 5'UTR act -5.
For O=C(CSc1nc(Nc2ccccc2)nc(N2CCOCC2)n1)N1CCCC1 the results were FLuc inhib CS -5, STAT1 blocker 0, STAT3 act 101, NF-kB expr up 0.85, STAT1 activator 100, FLuc act counter 1.1, STAT3 inh 3, APP transl inh 14 and APP 5'UTR act -14.
O=C(Nc1ccc(Cl)cc1)c1csc(-c2ccccc2)n1 was read as FLuc inhib CS -7, STAT1 blocker 1, STAT3 act 104, NF-kB expr up 1.4, STAT1 activator 99, FLuc act counter 1.1, STAT3 inh 5, APP transl inh -2 and APP 5'UTR act 2.

Fetched one by one from above (five):
COc1ccc(S(=O)(=O)N2CCN(C(=S)NC3CCCCC3)CC2)cc1 was read as FLuc inhib CS -6, STAT1 blocker -5, STAT3 act 97, NF-kB expr up 1.6, STAT1 activator 103, FLuc act counter 1.1, STAT3 inh 15, ROMK mod -0.63, APP transl inh -9 and APP 5'UTR act 9.
Screening O=C(COC(=O)c1nc(Cl)ccc1Cl)c1ccc(Cl)s1 returned FLuc inhib CS 15, STAT1 blocker 7, STAT3 act 100, NF-kB expr up 1.1, STAT1 activator 94, FLuc act counter 0.8, STAT3 inh -1, ROMK mod 0.94, APP transl inh 5 and APP 5'UTR act -5.
COc1cc(C(=O)NC2CCN(Cc3nnnn3Cc3ccc(F)cc3)CC2)cc(OC)c1OC was read as FLuc inhib CS -4, STAT1 blocker 6, STAT3 act 93, NF-kB expr up 1.2, STAT1 activator 93, FLuc act counter 1, STAT3 inh 11, APP transl inh 17 and APP 5'UTR act -17.
For O=C(CSc1nc(Nc2ccccc2)nc(N2CCOCC2)n1)N1CCCC1 the results were FLuc inhib CS -5, STAT1 blocker 0, STAT3 act 101, NF-kB expr up 0.85, STAT1 activator 100, FLuc act counter 1.1, STAT3 inh 3, APP transl inh 14 and APP 5'UTR act -14.
`O=C(O)c1ccc2cccnc2n1` gave FLuc inhib CS -5, STAT1 blocker -7, STAT3 act 105, NF-kB expr up 1.2, STAT1 activator 107, FLuc act counter 1, STAT3 inh -7, ROMK mod -0.46, APP transl inh -5 and APP 5'UTR act 5.

Remaining list, next part:
CCCn1c(SCC(=O)N2c3ccccc3CC2C)nnc1-c1ccco1 (configuration not stated) was read as FLuc inhib CS -6, STAT1 blocker 0, STAT3 act 95, NF-kB expr up 1.1, STAT1 activator 100, FLuc act counter 1.1, STAT3 inh 6, ROMK mod 0.87, APP transl inh 4 and APP 5'UTR act -5.
Cc1ccc(-c2nn(C)c(=O)c3ccccc23)cc1CNC(=O)/C=C/c1ccccc1 was read as FLuc inhib CS 1, STAT1 blocker 14, STAT3 act 101, NF-kB expr up 0.9, STAT1 activator 88, FLuc act counter 1, STAT3 inh 4, APP transl inh 9 and APP 5'UTR act -9.
Screening Cc1ccc(-c2nn(-c3cc(N4CCNCC4)ccc3[N+](=O)[O-])c(=O)c3ccccc23)cc1 returned FLuc inhib CS -11, STAT1 blocker -1, STAT3 act 105, NF-kB expr up 0.91, STAT1 activator 100, FLuc act counter 1.1, STAT3 inh 2, ROMK mod -2, APP transl inh 12 and APP 5'UTR act -12.
For CC(C(=O)NCC1CCCCC1)N(C)Cc1ccc(Cl)cc1 (configuration not stated) the results were FLuc inhib CS -1, STAT1 blocker 1, STAT3 act 104, NF-kB expr up 0.95, STAT1 activator 99, FLuc act counter 1, STAT3 inh 3, ROMK mod -0.67, APP transl inh -15 and APP 5'UTR act 15.
O=C(Nc1ccc(Cl)cc1)Nc1ccccc1C(=O)O was read as FLuc inhib CS 90*, STAT1 blocker 25, STAT3 act 50, NF-kB expr up 4.5*, STAT1 activator 77, FLuc act counter 0.1, STAT3 inh 62*, ROMK mod 1.2, APP transl inh -119 and APP 5'UTR act 119.
Screening COc1ccc(-n2c(=O)c3ccccc3n(CC(=O)NC3CCCCC3)c2=O)c(OC)c1 returned FLuc inhib CS -9, STAT1 blocker 12, STAT3 act 96, NF-kB expr up 1.1, STAT1 activator 89, FLuc act counter 1.1, STAT3 inh 8, ROMK mod -0.059, APP transl inh 15 and APP 5'UTR act -15.

Screening data as filed in PubChem.
